Bioassay records from PubChem.
proCasp7 act: counter-screen for procaspase-3 activators: activators of human procaspase-7; recombinant procaspase-7, Ac-DEVD-pNA absorbance 405 nm; D23A/D198A/D206A triple mutant, cannot self-cleave; scale: DMSO 0, 5 µM enzyme 100; actives 0.093% (n = 330,000); activation, % at 8.5 µM;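 active = percent activation above the screen-wide mean plus 3 SD, cut at about 25% in these data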
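Test system: Procaspase-7 triple mutant (PC-7 D3A). Also added: Ac-DEVD-pNA substrate, 400 µM as added. Schedule: 1 h enzyme–compound preincubation and 2 h substrate reaction, both 25 °C. Signal: p-Nitroaniline absorbance at 405 nm, read at 0 and 120 min. Control set: low DMSO alone, high DMSO plus 5 µM PC-7.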
AGP1-GFP MLPCN: modulators of TOR pathway AGP1-GFP in S. cerevisiae | S. cerevisiae AGP1-GFP multiplex flow cytometry, 3 h; GFP as percent of DMSO wells | GFP response vs DMSO, % at 10 µM | actives 0.02% (n = 320,000) | AID 2066;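 active = GFP response relative to DMSO above a set limit, near screen average plus 3 SD, cut at about 150% in these data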;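 also: median GFP channel fluorescence of the gated AGP1 strain per well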
RPL19A TOR yeast: yeast TOR pathway RPL19A-GFP modulation | S. cerevisiae RPL19A-GFP strain, flow cytometry, 3 h; active compounds read low | percent response vs DMSO, % at 10 µM | actives 0.3% (n = 330,000);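 active = percent response vs DMSO below 50%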;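 also: median channel GFP fluorescence of the barcoded RPL19A-GFP strain; ratio of sample median GFP to plate DMSO average so 100% = DMSO; lower means less RPL19A-GFP as with rapamycin TOR inhibition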
CIT2-GFP yeast: yeast TOR pathway CIT2-GFP modulation; S. cerevisiae CIT2-GFP strain, flow cytometry, 3 h; 100 means same as DMSO wells; GFP response vs DMSO, % at 10 µM; actives 0.065% (n = 320,000); AID 2029;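 active = GFP response relative to DMSO above a set limit, near the screen mean plus 3 SD, cut at about 150% in these data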;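 also: ratio of well median GFP fluorescence to mean of DMSO wells on the plate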
MEP2-GFP yeast: yeast TOR pathway MEP2-GFP modulation | S. cerevisiae MEP2-GFP strain, flow cytometry GFP, 3 h; 100% = DMSO control level | GFP response vs DMSO, % at 10 µM | actives 0.51% (n = 330,000) | AID 2016;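 active = GFP response versus DMSO above a set limit, roughly screen mean plus 3 SD, cut at about 180% in these data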;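 also: median GFP fluorescence of the barcode-gated MEP2-GFP cells per well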
AHR activator: human AHR activation | P35869 | AHR-responsive luciferase reporter cells, luminescence | activation, % at 5 µM | actives 2.5% (n = 320,000) | AID 2796; in the data active = activation above about 47%;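 also: 0% = vehicle wells and 100% = reference agonist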
Target sequence (P35869 whole entry, looked up): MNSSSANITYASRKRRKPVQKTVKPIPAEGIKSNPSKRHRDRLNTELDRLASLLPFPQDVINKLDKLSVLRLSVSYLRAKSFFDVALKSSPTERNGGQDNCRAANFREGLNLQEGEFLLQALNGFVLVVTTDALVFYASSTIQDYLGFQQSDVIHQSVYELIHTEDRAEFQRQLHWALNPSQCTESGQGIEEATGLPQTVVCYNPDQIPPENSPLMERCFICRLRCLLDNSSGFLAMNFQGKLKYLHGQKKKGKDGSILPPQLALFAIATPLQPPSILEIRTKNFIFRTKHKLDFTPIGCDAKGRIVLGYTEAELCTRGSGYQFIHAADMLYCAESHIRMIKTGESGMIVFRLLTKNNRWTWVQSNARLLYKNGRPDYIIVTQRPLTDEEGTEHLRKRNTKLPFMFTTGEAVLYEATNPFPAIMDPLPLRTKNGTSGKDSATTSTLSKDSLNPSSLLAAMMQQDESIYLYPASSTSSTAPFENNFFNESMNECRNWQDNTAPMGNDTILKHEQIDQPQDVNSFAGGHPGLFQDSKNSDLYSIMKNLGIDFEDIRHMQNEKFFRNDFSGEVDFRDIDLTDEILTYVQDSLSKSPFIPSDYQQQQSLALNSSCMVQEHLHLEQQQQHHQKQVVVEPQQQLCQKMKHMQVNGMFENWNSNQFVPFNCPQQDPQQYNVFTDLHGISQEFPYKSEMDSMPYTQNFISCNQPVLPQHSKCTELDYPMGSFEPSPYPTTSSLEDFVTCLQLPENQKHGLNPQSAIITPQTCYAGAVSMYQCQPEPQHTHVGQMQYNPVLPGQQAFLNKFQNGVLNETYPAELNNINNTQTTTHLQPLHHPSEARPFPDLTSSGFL
procasp3 activ: procaspase-3 (human) activation | P42574 | recombinant procaspase-3 D3A, Ac-DEVD-pNA absorbance 405 nm | activation, % at 8.5 µM | actives 0.11% (n = 330,000) | AID 463141;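 active = activation above the mean of all tested compounds plus 3 SD, cut at about 21% in these data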;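 also: 0% = DMSO alone and 100% = DMSO wells spiked with extra 5 µM PC-3 D3A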
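Assay system: Procaspase-3 D3A mutant, all three cleavage aspartates alanine. Buffer or medium: Zinc-free HEPES saline buffer with Triton X-100. Times: 1 h compound preincubation, 2 h substrate hydrolysis at 25 °C. Measured by: 405 nm absorbance of p-nitroaniline, reads at 0 and 120 min. Read-out basis: percent activation relative to control range. Replicates: singlicate.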
LAP4-GFP MLPCN: modulators of TOR pathway LAP4-GFP in S. cerevisiae | actives 0.34% (n = 320,000) | S. cerevisiae LAP4-GFP multiplex, flow cytometry GFP, 3 h; median GFP as percent of DMSO wells | GFP response vs DMSO, % at 10 µM;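 active = GFP response vs DMSO above a set limit, about the screen mean plus 3 SD, cut at about 150% in these data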
* = called active by the depositor; . = not tested or not shown.

item	mol	proCasp7 act	AGP1-GFP MLPCN	RPL19A TOR yeast	CIT2-GFP yeast	MEP2-GFP yeast	AHR activator	procasp3 activ	LAP4-GFP MLPCN
1	COC(=O)c1cn(C)c2ccc(S(=O)(=O)N3CC(C)CC(C)C3)cc2c1=O (stereo unspecified)	-6	105	105	.	98	-2	0	95
2	CC(=O)c1ccc(NC(=O)C(C)Sc2nnc(C3CCCCC3)o2)cc1 (stereo unspecified)	-2	100	103	106	102	2	9	101
3	Cc1c(C(=O)O)nnn1-c1nonc1N	1	106	99	97	96	2	0	100
4	CN(C(=O)c1ccc(NC(=O)C2CCN(C(=O)OC(C)(C)C)CC2)cc1)C1CC1	1	95	94	90	94	5	1	107
5	COCCCNC(=O)c1cn(-c2cccc(OC)c2)c(=O)c2ccccc12	-3	92	99	94	106	2	5	94
6	CC(C)NC(=O)C(OC(=O)c1ccccc1)C(OC(=O)c1ccccc1)C(=O)O (stereo unspecified)	-8	93	90	98	96	-4	-1	96
7	CN(C)C1(CNC(=O)C2CCC(=O)N(Cc3ccc(Cl)cc3)C2)CCCCC1 (stereo unspecified)	3	106	109	104	109	1	8	96
8	COc1ccc(-c2nc(S(=O)(=O)c3ccccc3)c(NCCCN3CCOCC3)o2)cc1	-5	102	101	101	103	1	-5	103
9	S=C(NCCc1cccc(Cl)c1)NC1CCCCC1	.	93	111	92	108	.	.	88
10	CCN(C[C@H]1N[C@@](CC)(C(=O)OC)[C@H]2C(=O)N(Cc3ccccc3)C(=O)[C@@H]12)C(=O)COC	2	105	102	107	100	1	5	98
11	CCCCC#Cc1cncc(C(=O)N/N=C/c2ccccc2)c1	-2	102	96	98	100	19	6	111
12	CC1(C)CC(=O)C=C(NC2=CC3OC(c4ccccc4)OCC3OC2=O)C1 (stereo unspecified)	4	96	94	86	94	-3	7	106
13	Cc1nn(C2CCS(=O)(=O)C2)c(C)c1CN(C)C(=O)c1ccccc1 (stereo unspecified)	-2	106	107	99	97	-2	-2	106
14	O=C1N(Cc2cccnc2)C[C@@H]2C[C@@H](c3cccc(OCc4ccccc4)c3)N3CCC[C@@]123	-5	97	103	99	98	7	-1	96
15	CCC(C)[C@H](NC(=O)[C@@H]1Cc2c([nH]c3ccccc23)C2c3ccccc3C(=O)N21)C(=O)N1CCC[C@@H]1C(=O)O (stereo partly specified)	-5	97	98	101	102	10	2	102

Following part:
item	mol	proCasp7 act	AGP1-GFP MLPCN	RPL19A TOR yeast	CIT2-GFP yeast	MEP2-GFP yeast	AHR activator	procasp3 activ	LAP4-GFP MLPCN
16	O=C1c2ccccc2C(=O)N1CCn1nc(Cl)nc1Cl	14	103	100	109	100	-3	9	95
17	COc1cc(C)c(Cl)cc1S(=O)(=O)n1cnc(C)c1	-4	98	99	104	99	0	-7	100
18	Nc1cccc(S(=O)(=O)Nc2ccccc2)c1	16	99	95	92	93	2	5	107
19	COc1cc(C(=O)N(c2ccc(C)c(C)c2)C2C=CS(=O)(=O)C2)cc(OC)c1OC (stereo unspecified)	9	103	99	106	94	2	1	100
20	Cn1c(SCC(=O)N2CCOCC2)nc(O)cc1=O	-1	99	97	103	98	3	1	97
21	O=C(/C=C/c1ccccc1[N+](=O)[O-])N1CCOCC1	-2	105	109	96	103	8	-2	94
22	Cc1sc(NC(=O)CCCC(=O)O)c(C#N)c1C	-8	91	96	.	92	0	22*	92
23	Cn1c(-c2ccc(F)cc2)cnc1NCc1cc2c(cc1[N+](=O)[O-])OCO2	0	104	100	103	101	18	1	93
24	O=C(CN1CCSc2ccccc21)NCCCc1ccccc1	-4	96	97	97	97	6	-9	91
25	C=C1CC2C=C(NC(C)=O)CC(C1)C2 (stereo unspecified)	16	98	93	95	101	1	6	101
26	COc1ccc(NC(=O)c2ccccc2F)cc1Cl	9	86	96	85	96	2	4	91
27	Cc1sc2ncnc(SCC(=O)NCC3CCCO3)c2c1C (stereo unspecified)	2	89	95	100	110	0	-4	98
28	CCOC(=O)CCN(Cc1cccs1)S(=O)(=O)c1ccc(Cl)cc1	-12	88	88	82	93	-3	2	101
29	O=C(CCC(=O)N(CC(=O)NC1CCCC1)c1ccccc1F)Nc1nccs1	-6	104	101	111	102	0	-5	98
30	O=S(=O)(c1ccc(OCC(O)CN2CCCCC2)cc1)N1CCOCC1 (stereo unspecified)	6	100	100	98	101	2	1	97

(listing goes on)
item	mol	proCasp7 act	AGP1-GFP MLPCN	RPL19A TOR yeast	CIT2-GFP yeast	MEP2-GFP yeast	AHR activator	procasp3 activ	LAP4-GFP MLPCN
31	CCc1nc2ccccc2c(NC(=O)CN2CCC(C)CC2)c1C	4	94	97	92	98	6	11	92
32	Cc1ccc(-c2ccc(C(=O)Nc3cccc(F)c3)o2)c2ccccc12	-23	80	99	80	93	35	-17	171*
33	C/C(CC(=O)Nc1cccc(C(F)(F)F)c1)=N\NC(=O)c1ccncc1	-1	90	96	94	97	17	-3	88
34	CCn1c(=O)c([N+](=O)[O-])c(N2CCSCC2)c2ccccc21	1	101	103	108	97	0	-12	109
35	CCOC(=O)N1CCN(C(=O)C(c2ccccc2)c2ccccc2)CC1	-2	93	98	109	97	1	4	93
36	CC(C)(C)NC(=O)NC(=O)CN1c2cccc3cccc(c23)S1(=O)=O	-6	95	101	98	108	6	0	96
37	O=C(c1ccc2nc(Cc3cccc(Cl)c3)oc2c1)N1CCC(CO)CC1	16	109	92	97	94	-1	8	98
38	COC(=O)c1sc2ccccc2c1-n1cccc1C(=O)C(=O)Nc1ccccc1	4	97	93	86	94	1	7	100
39	Cc1ccnc(NC(=O)CCC(=O)N(CC(=O)NCCc2ccccc2)Cc2cccs2)c1	0	99	95	89	94	0	8	93
40	COc1cc(OC)cc(C(=O)N[C@H](C(=O)Nc2cc(C)cc(C)c2)C(C)C)c1	3	99	105	102	100	24	-3	100
41	COc1ccc(S(=O)(=O)N/N=c2\oc3c(OC)cccc3cc2S(=O)(=O)c2ccc(C)cc2)cc1OC	13	103	99	90	95	0	-7	112
42	Cc1cccc(NC(=O)CNC(=O)c2ccc(-n3cncn3)c([N+](=O)[O-])c2)c1C	12	106	98	102	93	1	3	99
43	COCCCNC(=S)N1CCN(c2ccccc2)CC1	5	113	101	96	101	2	3	115
44	Cc1ccccc1NC(=O)C(=O)NCCCN1CCOCC1	10	106	97	97	97	1	-6	102
45	CCOc1cc(NC(=O)C2CCCO2)c(OCC)cc1NC(=O)C1CC1 (stereo unspecified)	13	90	98	.	94	15	11	101

Shown with values under each structure: entries from further up
Sequence of screens – proCasp7 act	AGP1-GFP MLPCN	RPL19A TOR yeast	CIT2-GFP yeast	MEP2-GFP yeast	AHR activator	procasp3 activ	LAP4-GFP MLPCN
31. CCc1nc2ccccc2c(NC(=O)CN2CCC(C)CC2)c1C
    4	94	97	92	98	6	11	92
32. Cc1ccc(-c2ccc(C(=O)Nc3cccc(F)c3)o2)c2ccccc12
    -23	80	99	80	93	35	-17	171*
33. C/C(CC(=O)Nc1cccc(C(F)(F)F)c1)=N\NC(=O)c1ccncc1
    -1	90	96	94	97	17	-3	88
34. CCn1c(=O)c([N+](=O)[O-])c(N2CCSCC2)c2ccccc21
    1	101	103	108	97	0	-12	109
35. CCOC(=O)N1CCN(C(=O)C(c2ccccc2)c2ccccc2)CC1
    -2	93	98	109	97	1	4	93
36. CC(C)(C)NC(=O)NC(=O)CN1c2cccc3cccc(c23)S1(=O)=O
    -6	95	101	98	108	6	0	96
37. O=C(c1ccc2nc(Cc3cccc(Cl)c3)oc2c1)N1CCC(CO)CC1
    16	109	92	97	94	-1	8	98
38. COC(=O)c1sc2ccccc2c1-n1cccc1C(=O)C(=O)Nc1ccccc1
    4	97	93	86	94	1	7	100
39. Cc1ccnc(NC(=O)CCC(=O)N(CC(=O)NCCc2ccccc2)Cc2cccs2)c1
    0	99	95	89	94	0	8	93
40. COc1cc(OC)cc(C(=O)N[C@H](C(=O)Nc2cc(C)cc(C)c2)C(C)C)c1
    3	99	105	102	100	24	-3	100
41. COc1ccc(S(=O)(=O)N/N=c2\oc3c(OC)cccc3cc2S(=O)(=O)c2ccc(C)cc2)cc1OC
    13	103	99	90	95	0	-7	112
42. Cc1cccc(NC(=O)CNC(=O)c2ccc(-n3cncn3)c([N+](=O)[O-])c2)c1C
    12	106	98	102	93	1	3	99
43. COCCCNC(=S)N1CCN(c2ccccc2)CC1
    5	113	101	96	101	2	3	115
44. Cc1ccccc1NC(=O)C(=O)NCCCN1CCOCC1
    10	106	97	97	97	1	-6	102
45. CCOc1cc(NC(=O)C2CCCO2)c(OCC)cc1NC(=O)C1CC1 (stereo unspecified)
    13	90	98	.	94	15	11	101

Further entries
item	mol	proCasp7 act	AGP1-GFP MLPCN	RPL19A TOR yeast	CIT2-GFP yeast	MEP2-GFP yeast	AHR activator	procasp3 activ	LAP4-GFP MLPCN
46	Cn1nnc2c[n+](CC(=O)c3ccc4ccccc4c3)cc(Br)c21	-2	102	97	99	101	15	-5	105
47	COc1ccc(NC(=O)CSc2ccc3nnc(-c4cccnc4)n3n2)cc1	-4	101	97	96	107	3	-1	105
48	O=C(O)CN1C(=O)C2C3C=CC(C3)C2C1=O (stereo unspecified)	0	95	101	101	100	-2	8	101
49	Cn1cccc1Cc1nnc(SCC(=O)Nc2cccc(F)c2)n1-c1ccc(F)cc1	-10	102	102	104	109	0	-4	99
50	COc1ccccc1C1(O)CC2CCC(C1)N2S(=O)(=O)c1ccc(C(C)=O)cc1 (stereo unspecified)	4	96	99	104	105	1	9	99
51	CN1c2ccccc2C2(C)CCCC3=Cc4cc([N+](=O)[O-])cc([N+](=O)[O-])c4OC312 (stereo unspecified)	2	107	114	106	100	0	-4	104
52	C=CCNC(=O)Cn1c(=O)c2c(ncn2CCC(C)C)n(Cc2ccccc2)c1=O	-2	100	106	101	115	-1	5	100
53	Cc1ccc(NC2=NCC(=O)N2Cc2ccccc2)c(C)c1	1	94	94	104	100	-1	2	87
54	CC(=O)Nc1ccc(S(=O)(=O)NCc2ccncc2)cc1	-2	107	103	112	102	4	2	100
55	Cc1nc2ccc(NC(=O)N3CCOCC3)cc2nc1C	11	108	103	110	100	7	-8	102
56	CCn1c(CNS(=O)(=O)c2ccc(Br)cc2)n[nH]c1=S	-1	108	102	112	101	-2	1	105
57	COc1ccc(S(=O)(=O)N(CCC(=O)O)Cc2ccccc2)cc1	-3	104	103	108	112	-3	-6	98
58	COC(=O)CN1CCN(C(c2ccccc2)c2ccccc2)CC1	-4	100	99	79	106	1	9	95
59	CSc1ccc(/C=C/C(=O)OCC(=O)N2CCN(S(=O)(=O)c3ccc(C)cc3C)CC2)cc1	-1	96	95	85	94	-1	8	100
60	N=C1C(c2ccccc2)=C(O)CN1c1cccc(S(N)(=O)=O)c1	-4	101	103	102	99	-1	1	92
61	Cc1ccc(-c2cc(C(F)F)n3ncc(C(=O)N4CCN(c5cccc(C)c5C)CC4)c3n2)cc1	12	97	96	96	106	3	1	101
62	CCC(C)NC(=O)CSc1c2c(nc3ccccc13)CCCC2 (stereo unspecified)	0	104	107	104	105	6	-1	95
63	CC(=O)c1cccc(OCC(O)CNCCc2ccc(Cl)cc2)c1 (stereo unspecified)	6	102	104	100	104	0	-3	98

Hits appear at their usual frequency; 3.5% or so of the library scored in one or more.
